KCNK9 block: KCNK9 potassium channel inhibitors, primary screen, HEK293 cells, thallium flux; Potassium channel subfamily K member 9 (Homo sapiens), Q9NPC2; AID 488922, 2010; FluxOR thallium flux fluorescence; active compounds read low; 1.2% of 310,000 active; B-score at 10 µM;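 active = ratio B-score over 3 SD below the library mean, with starting fluorescence within 5 SD of its mean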;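 note: negative B-score means less thallium flux so channel inhibition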
GSK3A inh: blockers of GSK3A enzyme activity – biochemical, luminescence, cell-free homogeneous, HTS, primary screen | GSK-3 alpha kinase, ADP-Glo luminescence, 60 min | inhibition, % at 10 µM | AID 2650, 2010 | Glycogen synthase kinase-3 alpha (Homo sapiens), P49840 | 0.1% of 320,000 active;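 in the data active = inhibition above about 50%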;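 note: GST-tagged GSK-3 alpha with peptide substrate and 25 µM ATP; 0% = DMSO neutral wells and 100% = GW8510 positive control wells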
RGS4 act: RGS4 potentiators or activators, primary screen, cell-based, HEK293 M3R inducible RGS4, calcium flux | carbachol calcium flux Fluo4; active compounds read low | B-score at 10 µM | 0.92% of 310,000 active;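 active = B-score of the integrated calcium signal more than 4 SD below the library mean, with starting fluorescence not abnormally high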;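 note: negative B-score means reduced calcium response which marks RGS4 activation or potentiation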
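test system = M3R-expressing HEK293 line, RGS4 induced by doxycycline | probe or stimulus = carbachol at ECmax as muscarinic agonist stimulus | timing = dye loading 30 min 37 °C, buffer rest 30 min RT | signal = calcium dye Fluo4 fluorescence | evaluation = B score from integrated fluorescence ratio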
hERG rescue: hERG rescue from dofetilide block, primary screen, cell-based, CHO-hERG, FluxOR thallium flux, dofetilide IC70. dofetilide IC70 present. activation (rescue from dofetilide block), less the hit threshold, % at 10 µM. 0.51% of 310,000 active;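 active = activation above the mean of controls blocked by dofetilide plus 5 SD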;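 note: thallium influx through hERG after potassium depolarization seen as dye fluorescence rise; in these data hits start at about 4.7%; inactives centre near -7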
Target sequence (Q12809 whole entry, looked up): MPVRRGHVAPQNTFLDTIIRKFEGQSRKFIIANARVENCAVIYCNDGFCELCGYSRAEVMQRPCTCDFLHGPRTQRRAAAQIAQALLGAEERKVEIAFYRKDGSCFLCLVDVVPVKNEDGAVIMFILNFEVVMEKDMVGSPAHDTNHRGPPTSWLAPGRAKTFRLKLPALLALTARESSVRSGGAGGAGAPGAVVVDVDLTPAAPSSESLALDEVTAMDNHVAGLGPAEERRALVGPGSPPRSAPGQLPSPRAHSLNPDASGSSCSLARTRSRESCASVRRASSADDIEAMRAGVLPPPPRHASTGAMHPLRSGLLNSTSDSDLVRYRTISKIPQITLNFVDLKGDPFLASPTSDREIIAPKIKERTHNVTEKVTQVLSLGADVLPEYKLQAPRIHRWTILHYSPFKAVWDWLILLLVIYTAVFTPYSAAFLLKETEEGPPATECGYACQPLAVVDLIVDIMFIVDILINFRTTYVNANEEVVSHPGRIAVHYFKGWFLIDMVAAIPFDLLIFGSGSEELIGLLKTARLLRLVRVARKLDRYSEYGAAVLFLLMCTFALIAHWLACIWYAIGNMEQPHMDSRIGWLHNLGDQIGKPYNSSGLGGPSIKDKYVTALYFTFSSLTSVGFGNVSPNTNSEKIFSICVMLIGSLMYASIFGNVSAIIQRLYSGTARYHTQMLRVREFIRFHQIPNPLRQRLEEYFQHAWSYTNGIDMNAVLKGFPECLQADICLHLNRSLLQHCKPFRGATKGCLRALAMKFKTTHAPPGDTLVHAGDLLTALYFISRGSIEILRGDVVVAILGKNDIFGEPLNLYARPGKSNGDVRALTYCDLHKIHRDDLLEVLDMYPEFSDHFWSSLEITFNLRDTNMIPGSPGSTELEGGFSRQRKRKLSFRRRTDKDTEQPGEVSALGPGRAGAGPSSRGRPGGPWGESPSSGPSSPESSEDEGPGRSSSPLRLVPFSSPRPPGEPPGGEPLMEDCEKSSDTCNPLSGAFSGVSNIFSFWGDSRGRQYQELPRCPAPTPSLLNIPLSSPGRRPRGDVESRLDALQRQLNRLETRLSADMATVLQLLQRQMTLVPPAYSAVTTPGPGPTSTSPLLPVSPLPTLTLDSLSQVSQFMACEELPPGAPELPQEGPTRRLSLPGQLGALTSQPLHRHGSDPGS
DYRK1A inh: rat Dyrk1A kinase inhibitors, primary screen, biochemical, single point, plate reader | AID 504441, 2011 | 0.43% of 310,000 active | Dual specificity tyrosine-phosphorylation-regulated kinase 1A (Rattus norvegicus), Q63470 | inhibition, % at 12.5 µM | ADP-Glo luminescence, NFATc1 peptide; in the data active = inhibition above about 50%;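 note: plate controls were vehicle with enzyme for no effect and no enzyme for full effect; many of its hits are not listed in these tables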
RGS4 block: RGS4 inhibitors, primary screen, cell-based, HEK293 M3R inducible RGS4, calcium flux. B-score at 10 µM. Fluo-4 calcium flux; active compounds read high; triggered by carbachol at its EC20. AID 463165, 2010. Regulator of G-protein signaling 4 (Homo sapiens), P49798. 0.45% of 310,000 active;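 active = B-score, a plate-corrected calcium signal, over three deviations above library mean, with baseline fluorescence within five deviations of library mean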;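 note: RGS4 expression induced by doxycycline in cells with stable M3 receptor; B-score is computed from the integrated fluorescence ratio over baseline after carbachol; higher B-score means a larger calcium signal and so more RGS4 inhibition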
PolyA inh: polyadenylation inhibitors in yeast reporter cells, primary screen, luminescence, S. cerevisiae; S. cerevisiae SKY197-pL101 polyadenylation reporter, beta-gal luminescence; efflux-impaired pdr1/pdr3 knockout yeast; score 100 = 6 SD above DMSO; calls only at 12 µM; 0.02% of 300,000 active;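 active = lowest replicate activity score at least 50, where 100 means six control SD above control mean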;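 note: yeast exposed to compound for 9 h at 30 °C; higher score means more reporter readthrough which indicates perturbed polyadenylation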
GSK3B inh: human GSK3beta kinase inhibitors, primary screen, biochemical, cell-free homogeneous, HTS; Glycogen synthase kinase-3 beta (Homo sapiens), P49841; GST-GSK3beta kinase, ADP-Glo luminescence, 60 min; active compounds read low; activity score (negative = inhibition), % at 10 µM; 0.038% of 300,000 active;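 active = more than half of replicate wells score below -50%, meaning over 50% inhibition versus plate controls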;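 note: 0% = median DMSO wells and -100% = median GW8510 positive control wells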
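Test system – GST-tagged human GSK3beta kinase, cell-free · Incubation – 60 min enzyme reaction, room temperature · Signal – ADP-Glo luminescence · Also added – peptide substrate and ATP at 25 µM · Controls – DMSO neutral wells and GW8510 at 20 µM as positive · Buffer or medium – Tris/MgCl2 kinase buffer · Measure – Luminescence-derived activity versus plate DMSO and GW8510 wells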
KCNQ1 inh: inhibitors of human KCNQ1 channel, primary screen, cell-based, thallium flux, high-throughput. Potassium voltage-gated channel subfamily KQT member 1 (Homo sapiens), P51787. CHO-K1 KCNQ1, FluxOR thallium flux fluorescence; active compounds read high. B-score at 10 µM. 1.3% of 310,000 active. AID 2642, 2010;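 active = compounds whose thallium flux B-score, printed positive for inhibition, exceeds three library SD while starting fluorescence stays within three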;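 note: channel opened by potassium depolarization with thallium stimulus after 20 min compound exposure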
KCNK3 inh: human KCNK3 channel inhibitors, primary screen, CHO cells, FluxOR thallium flux, B-score; Potassium channel subfamily K member 3 (Homo sapiens), O14649; FluxOR fluorescence; active compounds read low; B-score at 10 µM; 0.84% of 340,000 active; AID 602410, 2012;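 active = B-score under library mean minus 4 SD, starting fluorescence ratio at most library mean plus 5 SD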;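 note: more negative B-score means stronger inhibition of thallium flux through KCNK3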
KCNQ1 act: potentiators or activators of KCNQ1 channel, primary screen, cell-based, thallium flux, high-throughput | Potassium voltage-gated channel subfamily KQT member 1 (Homo sapiens), P51787 | CHO-K1 KCNQ1, thallium flux FluxOR fluorescence; active compounds read high | B-score at 10 µM | 0.35% of 310,000 active;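 active = fluorescence ratio B-score, a plate-corrected score, at least three library SD, with initial intensity B-score within 5 SD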
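Assay system: CHO-K1 cells stably expressing KCNQ1; Medium: assay buffer with matched DMSO; Also added: K+/Tl+ depolarizing stimulus; Dosing: single dose; Timing: dye 90 min, compound 20 min, room temperature; Measured by: kinetic FluxOR thallium fluorescence, 10-s 1-Hz baseline, 110-s post-stimulus read; Read-out: peak-minus-minimum fluorescence over initial fluorescence, negative-control normalized, B-scored.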
* marks the source's active call; other numbers are inactive results; i = inactive; . = not tested or not shown.

structure	KCNK9 block	GSK3A inh	RGS4 act	hERG rescue	DYRK1A inh	RGS4 block	PolyA inh	GSK3B inh	KCNQ1 inh	KCNK3 inh	KCNQ1 act
S=c1c2c(nc3nc[nH]n13)CCC2	i	-2	i	-18	-9	i	i	-1	i	i	i
CSc1nsc(SC)c1NC(=O)OC1CCCCC1	i	3	i	-3	-6	i	i	-2	i	i	i
Fc1ccc(CNC2CCN(Cc3ccccc3)CC2)cc1	i	-1	i	-10	9	i	i	3	i	i	i
COc1cccc(C(=O)N(Cc2cccs2)C2CCS(=O)(=O)C2)c1 (stereo not drawn)	i	-1	i	-9	-100	i	i	0	i	i	i
Cn1nc(C(F)(F)F)c(-c2ccccc2)c1NC(=O)CCC(=O)O	i	0	i	-4	0	i	i	-1	i	i	i
CCCCCCC1/C(=N/O)CCC1C(=O)OC (stereo not drawn)	i	2	i	-11	3	i	i	1	i	i	i
CCCS(=O)(=O)C(=C1Nc2ccccc2N1)S(=O)(=O)CCC	i	-1	i	-9	3	i	i	-2	i	i	i
CC(NS(=O)(=O)c1ccc(Cl)cc1)C(=O)NCCC1=CCCCC1 (stereo not drawn)	i	-3	i	-5	-3	i	i	0	i	i	i
O=C(Nc1ccc2c(c1)OCCO2)c1cccnc1Oc1ccccc1	i	-3	i	-13	5	4.7*	i	-1	i	i	i
CCCN1CCN(CCCNC(=O)C(CC)n2nc(C)n3c(cc4occc43)c2=O)CC1 (stereo not drawn)	i	-5	i	-9	1	i	i	1	i	i	i

Further entries:
structure	KCNK9 block	GSK3A inh	RGS4 act	hERG rescue	DYRK1A inh	RGS4 block	PolyA inh	GSK3B inh	KCNQ1 inh	KCNK3 inh	KCNQ1 act
CC(=O)Nc1ccc(C(=O)OCC(=O)N(C)C2CCCCC2)cc1	i	2	i	-12	-4	i	i	-1	i	i	i
COc1ccccc1C(=O)Nc1nc2ccccc2s1	i	1	i	-4	12	i	i	-1	i	i	i
O=C(c1ccccc1Oc1ccc(C(F)(F)F)cc1[N+](=O)[O-])N1CCOCC1	i	-2	i	-4	7	i	i	-1	i	i	i
N#Cc1cc2c(nc1SCC(O)CS(=O)(=O)Cc1ccccc1)CCCC2 (stereo not drawn)	i	2	i	-11	6	i	i	7	i	i	i
COc1ccc(NC(=O)Cn2nnc(-c3ccccc3F)n2)cc1Cl	i	-2	i	-7	-1	i	i	2	i	i	i
Cc1cc(-c2ccco2)n2c(nc3ccccc32)c1C#N	i	1	i	-17	0	i	i	2	i	i	i
CC(=O)c1cn(CC(=O)Nc2ccccc2)c2ccccc12	i	-2	i	-8	1	i	i	2	i	i	i
N#CCSc1nc(Nc2ccc3c(c2)OCO3)c2ccccc2n1	i	-1	i	-5	60*	i	i	1	i	i	i
O=C(NCc1ccccc1)C(c1cccnc1)N(C(=O)c1csnn1)c1ccc(F)cc1 (stereo not drawn)	i	-1	i	-8	-11	i	i	-1	i	i	i
Cc1cc(OCC(=O)Nc2ccc3oc(-c4ccncc4)nc3c2)ccc1Cl	i	2	i	-10	-2	i	i	-4	i	i	i

Next part
structure	KCNK9 block	GSK3A inh	RGS4 act	hERG rescue	DYRK1A inh	RGS4 block	PolyA inh	GSK3B inh	KCNQ1 inh	KCNK3 inh	KCNQ1 act
Cc1ccc(-n2cc(CN(C)Cc3nccn3C)c(-c3ccc(F)cc3)n2)cc1	i	-1	i	-14	-4	i	i	2	i	i	i
CC(C)OC(=O)CSc1nnc(CNc2nc(-c3ccccc3)cs2)n1C	i	0	i	-7	3	i	i	3	i	i	i
CCN(c1ccc(OC)cc1)S(=O)(=O)c1cc(-c2cc(C)no2)ccc1C(C)C	-16*	5	i	-8	.	i	i	-6	i	-9.2*	i
O=C(Nc1ccc(Br)cn1)c1cccc(-c2cc3ccccc3oc2=O)c1	i	3	i	-4	1	i	i	-2	i	i	i
O=C(NCCc1ccncc1)C12CC3CC(CC(C3)C1)C2	i	1	i	-12	-1	i	i	3	i	i	i
CCCCOc1ccc(C(=O)N2CCN(CC(=O)Nc3ccc(C)cc3)CC2)cc1OC	i	0	i	-7	-1	i	i	15	i	i	i
CCCCN(C(=O)CCn1c(=O)oc2ccccc21)c1ccccc1	i	-1	i	-9	3	i	i	1	i	i	i
O=c1cc(N2CCc3ccccc32)[nH]c(=O)n1-c1ccccc1	i	-1	i	-6	-3	i	i	1	i	i	i
COCCNC(=O)CN(c1ccc(F)cc1)S(=O)(=O)c1ccc2c(c1)OCCO2	i	-1	i	-5	-3	i	i	2	i	i	i
O=C(COC(=O)c1ccc(Cl)c(S(=O)(=O)N2CCCCCC2)c1)Nc1ccccc1	i	8	i	-6	1	i	i	-2	i	i	i

More results.
structure	KCNK9 block	GSK3A inh	RGS4 act	hERG rescue	DYRK1A inh	RGS4 block	PolyA inh	GSK3B inh	KCNQ1 inh	KCNK3 inh	KCNQ1 act
Cc1ccc(S(=O)(=O)N2CCCC(N3CCOCC3)C2)cc1Cl (stereo not drawn)	i	-1	i	-8	.	i	i	-3	i	i	i
O=C(Nc1nccs1)c1cc2c(s1)-c1ccccc1OC2	i	-2	i	-1	-1	i	i	1	i	i	i
CN(C)S(=O)(=O)c1ccc(C(=O)Nc2ccc(F)cc2F)cc1	i	-1	i	-15	12	i	i	0	i	i	i
C/C(=N\NC(=O)COc1ccc(C#N)cc1)c1ccccc1OC(F)F	i	2	i	-6	-3	i	i	-2	i	i	i
COc1ccc(OC)c(NC(=O)c2ccc(CSc3ncccn3)cc2)c1	i	6	i	-8	2	i	i	1	i	i	i
Cc1ccc(-n2c(CCc3ccccc3)nnc2SCC(=O)NCc2ccccc2)cc1C	i	-3	i	-8	5	i	i	-2	i	i	i
Cc1ccn2c(=O)nc(SCC(=O)NCc3ccco3)nc2c1	i	.	i	-4	7	i	i	7	i	i	i
COc1ccc(OCC(=O)Nn2c(-c3cccc(OC)c3)nc3ccccc3c2=O)cc1	i	-4	i	-14	2	i	i	-1	i	i	i
Cc1cc(Br)cn2cc(C(=O)O)nc12	i	0	i	-9	-1	i	i	0	i	i	i
O=C(O)c1cccnc1Oc1ccccc1	i	1	i	-5	1	i	i	2	i	i	i

Arranged by SMILES length (falling): some entries from above
structure	KCNK9 block	GSK3A inh	RGS4 act	hERG rescue	DYRK1A inh	RGS4 block	PolyA inh	GSK3B inh	KCNQ1 inh	KCNK3 inh	KCNQ1 act
C/C(=N\NC(=O)COc1ccc(C#N)cc1)c1ccccc1OC(F)F	i	2	i	-6	-3	i	i	-2	i	i	i
Cc1ccc(S(=O)(=O)N2CCCC(N3CCOCC3)C2)cc1Cl (stereo not drawn)	i	-1	i	-8	.	i	i	-3	i	i	i
O=C(Nc1nccs1)c1cc2c(s1)-c1ccccc1OC2	i	-2	i	-1	-1	i	i	1	i	i	i

The list continues.
structure	KCNK9 block	GSK3A inh	RGS4 act	hERG rescue	DYRK1A inh	RGS4 block	PolyA inh	GSK3B inh	KCNQ1 inh	KCNK3 inh	KCNQ1 act
CCn1c(CCNC(=O)c2ccc(Cl)c(Cl)c2)nnc1SCCOc1ccc(OC)cc1	i	0	i	-7	2	i	i	.	i	i	i
COc1ccc(NC(=O)COC(=O)c2cnccn2)cc1Cl	i	2	i	-3	-1	i	i	0	i	i	i
CC(C)(O)C#Cc1ccc(C(=O)Nc2ccc3c(c2)OCO3)s1	i	-1	i	-2	1	i	i	0	i	i	i
CCOC(=O)N1CCC(n2c(SCC(=O)NCCc3ccc(S(N)(=O)=O)cc3)nc3ccccc3c2=O)CC1	i	0	i	-4	-1	i	i	0	i	i	i
CCOC(=O)C1(Cc2cccc(Cl)c2)CCCN(C(=O)CN2C(=O)CSC2=O)C1 (stereo not drawn)	i	-2	i	-23	-4	i	i	1	i	i	i
O=C(Nc1cccc(F)c1)C1CCCN1C(=O)OCc1ccccc1 (stereo not drawn)	i	-1	i	-6	0	i	i	1	i	i	i
COc1ccc(Oc2cnn(-c3ccccc3)c(=O)c2Br)cc1	i	-1	i	-9	6	i	i	.	i	i	i
COc1cccc(N2CCN(C(=O)CCc3nnc4ccc(N5CCCC5)nn34)CC2)c1	i	5	i	-14	-3	i	i	-3	i	i	i
COc1ccc(-c2c(C)n([O-])c(C)c(C)[n+]2=O)cc1	i	-4	i	-2	4	i	i	5	i	i	i
O=C(COC(=O)c1ccc(Cl)nc1)NCCNC(=O)COC(=O)c1ccc(Cl)nc1	i	1	i	-5	-5	i	i	.	i	i	i

More compounds follow:
structure	KCNK9 block	GSK3A inh	RGS4 act	hERG rescue	DYRK1A inh	RGS4 block	PolyA inh	GSK3B inh	KCNQ1 inh	KCNK3 inh	KCNQ1 act
COc1cccc(NC(=O)CSc2nc(=O)n(Cc3ccncc3)c3c2CCCC3)c1	i	-2	i	-11	1	i	i	2	i	i	i
O=C(CSc1nnnn1-c1ccc2c(c1)OCO2)NCc1cccs1	i	3	i	-6	21	i	i	0	i	i	i
Cc1cc(C)cc(NC(=O)c2ccc3nc[nH]c3c2)c1	i	.	i	-7	-76	i	i	-7	i	i	i
Cc1ccc(OCCNCc2ccccc2)c(C)c1	i	1	i	-7	-5	i	i	.	i	i	i

Source: PubChem (several laboratories)

A portion of the library, so the mix of outcomes need not match the whole.
